Pf growth 96h – P. falciparum growth inhibition at 96 hours. P. falciparum luciferase reporter growth, 96 h. Potency, µM (titrated, usually from 28.7 µM), for the others: at the highest dose activity change, negative = inhibition, hits mostly inhibitors. actives 6.9% (n = 320,000). AID 504834; further: potency means the concentration at half of the fitted maximal effect; on the % scale 0 is the no-effect control and ±100 the full control effect
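Delayed-death screen, second-generation endpoint: infected erythrocytes, 2% hematocrit, 0.05% parasitemia final; 96 hours at 37 C, 5% CO2; luciferase detection reagent; luminescence decrease equals reduced growth.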
Pf growth 48h – P. falciparum growth inhibition at 48 hours (one generation) | actives 5.9% (n = 310,000) | P. falciparum luciferase growth in erythrocytes, 48 h | Potency, µM (highest dose often 28.7 µM), inactives show at the highest dose activity change, negative = inhibition, most hits filed as inhibitors; further: potency means the concentration at half of the fitted maximal effect; on the % scale 0 is the no-effect control and ±100 the full control effect
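Growth was read as firefly luciferase luminescence after a 48 h, 37 C, 5% CO2 exposure of compounds to reporter-bearing P. falciparum cultures (0.1% parasitemia, 2% hematocrit final) in Albumax-supplemented RPMI 1640.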
Shiga toxin inh – blocks Shiga toxin action in Vero cells; AID 2315; Vero cells, Shiga toxin protein synthesis inhibition reporter; actives 9.2% (n = 290,000); inhibition, % at 38.7 µM; in the data active means inhibition mostly above about 28%, no sharp cut-off; inactive means mostly below about 43%; further: 0% is about no effect
CHX counter – counter-screen hit for Shiga toxin inhibitors, cycloheximide; AID 2314; max response, %; actives 12% (n = 300,000); cell reporter, cycloheximide protein synthesis inhibition counterscreen; in the data active means max response mostly above about 13%, no sharp cut-off; inactive means mostly below about 14%; further: read at 38.3 µM for the half of the compounds with a filed dose; 0% is about no effect
HCV inhibitor – blocks hepatitis C virus; Huh7.5.1 HCVcc-Cre infection, luciferase reporter, 44 h; Potency, µM (top dose mostly 41.8 µM), for the others: top-dose activity change, negative = inhibition, hits mostly inhibitors; actives 3.4% (n = 340,000); further: potency means the concentration at half of the fitted maximal effect; on the % scale 0 is the no-effect control and ±100 the full control effect
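After 44 h co-culture of compound, cells and HCVcc-Cre (~0.5 moi), substrate is added for 15 min at room temperature and luciferase measured over 15 sec. Cells were seeded at 1,000/well and pre-cultured 4 h.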
FBPA Giardia inh – blocks Giardia fructose-bisphosphate aldolase activity. A8B2U2. purified Giardia FBPA. Potency, µM (series often up to 59.6 µM), for inactives: at the top dose activity, negative = inhibition, usual class: inhibitors. actives 0.71% (n = 290,000); further: potency means the concentration at half of the fitted maximal effect; on the % scale 0 is the no-effect control and ±100 the full control effect; nearly all actives have a fitted effect of over 55% in size
Target sequence (A8B2U2 whole entry, looked up): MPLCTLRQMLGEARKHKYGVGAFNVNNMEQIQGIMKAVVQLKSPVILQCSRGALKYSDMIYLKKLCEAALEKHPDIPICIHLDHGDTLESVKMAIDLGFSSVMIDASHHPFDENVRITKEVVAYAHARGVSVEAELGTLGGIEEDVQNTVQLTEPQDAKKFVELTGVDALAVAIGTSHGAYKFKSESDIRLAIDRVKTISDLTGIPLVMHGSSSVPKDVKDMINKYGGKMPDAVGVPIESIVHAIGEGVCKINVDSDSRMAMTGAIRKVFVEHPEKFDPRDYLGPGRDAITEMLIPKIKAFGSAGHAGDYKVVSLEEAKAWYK
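40 nM FBPA preincubated 10 min at RT with compound (up to 57.5 uM final), then substrate plus GAPDH/TPI/NAD/arsenate coupling and diaphorase/resazurin added. Fluorescence read after 20 min at RT, 525/598 nm.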
Numbers without * were called inactive; ? = inconclusive; . = no result given; & = joins results of further samples; [ ] = remark or other dose. Unless noted, the call rests on the fitted dose curve; in most records, active means well fitted curve in the direction sought with a large enough effect; inconclusive means small, poorly fitted or top-dose-only effect, or another doubt; inactive means no such curve, though single readings can be large; an effect the other way counts as inactive or inconclusive.

SMILES	Pf growth 96h	Pf growth 48h	Shiga toxin inh	CHX counter	HCV inhibitor	FBPA Giardia inh
O=C(NCc1ccccn1)c1ccc(Cl)c(S(=O)(=O)N2CCCCCC2)c1	10%	?	5	-2	11µM*	.
CCCCn1c(NS(=O)(=O)c2ccccc2)c(C(=O)OCC)c2nc3ccccc3nc21	?	1.7µM*	-9	4	?	0.45µM*
Cc1cccc(N(CC(=O)NC2CCCCC2)C(=O)CCCC(=O)Nc2ccccn2)c1	-22%	12µM*	11	1	-12%	4%
CCC(c1nc2ccccc2c(=O)n1CCN1CCOCC1)N1C(=O)c2ccccc2C1=O (stereo not drawn)	.	-44%	-13	-1	3%	-5%
CCc1cccc(CC)c1NC(=O)C(NS(=O)(=O)c1cccs1)c1ccccc1 (stereo not drawn)	16%	?	-3	-2	-2%	2%
COc1ccc(/C=N/NC(=O)CSc2nnc(C)n2-c2ccccc2)c(OC)c1OC	69%[activator]	21%	48	-2	?	5%
Cc1cc(NC(=O)CSc2nnnn2-c2ccccc2)no1	?	16%	-3	-3	-3%	6%
CCn1cc(C(=O)NNC(=O)c2ccc(Cl)cc2)c(=O)c2ccc(C)nc21	-5%	62%[activator]	29	1	.	8%
CC1=NN(C(N)=S)C(=O)C1N=Nc1cccc2ccccc12 (stereo not drawn)	-5%	11%	25	13	.	19%
COc1ccc(CCn2c(=N)c(C(=O)NC3CCCC3)cc3c(=O)n4ccccc4nc32)cc1	?	?	-6	-1	?	17%
COc1ccc(CCNC(=O)c2nc3ncccn3n2)cc1OC	-16%	3%	12	-4	8%	5%
C=CCN(c1ccccc1)S(=O)(=O)c1ccc2[nH]cc(C(=O)NCCOC)c(=O)c2c1	4.7µM*	?	-6	-2	?	-2%
O=C(c1ccc(F)cc1)N1CCC(c2ccccc2)C1 (stereo not drawn)	33%[activator]	?	68*	41*	4%	3%
COC(=O)c1ccc(C2C(C(=O)c3ccco3)=C(O)C(=O)N2CC2CCCO2)cc1 (stereo not drawn)	15%	25%	-2	2	11%	.
CCCCn1c2c(c3ccccc31)CCc1nonc1-2	12%	-1%	-7	3	?	-2%
CN(C)CCN(C(=O)c1ccco1)c1nc2cc3c(cc2s1)OCCO3	29%	75%[activator]	41	38*	-13%	?
COc1cccc(NC(=O)CN(C)C(=O)/C=C/c2cn(Cc3ccccc3)nc2-c2cccnc2)c1	?	?	.	.	?	.
Cc1cccc(N2CC(C(=O)Nc3ccc(S(=O)(=O)N4CCOCC4)cc3)CC2=O)c1 (stereo not drawn)	-24%	28%	-5	0	2%	-6%
CCCn1c(SCC(N)=O)nnc1C(C)C	-14%	-2%	-11	-4	13%	2%
COCCn1nnnc1C(c1cccc(C(F)(F)F)c1)N1CCOCC1 (stereo not drawn)	?	-16%	10	-2	32%[activator]	-8%
Cc1cc(Cl)c(S(=O)(=O)NC2CCCC2)cc1OCC(=O)NC1CCCCC1	?	.	-7	-5	7.1µM*	2%
COc1ccc(/C(C)=N\NC(=O)CSc2nnc(C)s2)cc1	?	23%	-12	-9	0%	4%
N#Cc1ccccc1Cn1c(-c2cscn2)nc2ccccc21	6%	?	-5	0	-18%	11%
COC(=O)c1sc2ncccc2c1OCc1c(Cl)cccc1Cl	?	?	-18	-4	13%	1%
CCc1ccccc1OCCCCN1CCCC1	162%[activator]	9%	-6	-1	10%	-4%

A second format for 3 compounds above:
Results follow in this order: Pf growth 96h	Pf growth 48h	Shiga toxin inh	CHX counter	HCV inhibitor	FBPA Giardia inh
> CCCn1c(SCC(N)=O)nnc1C(C)C
 : -14%	-2%	-11	-4	13%	2%
> COCCn1nnnc1C(c1cccc(C(F)(F)F)c1)N1CCOCC1 (stereo not drawn)
 : ?	-16%	10	-2	32%[activator]	-8%
> Cc1cc(Cl)c(S(=O)(=O)NC2CCCC2)cc1OCC(=O)NC1CCCCC1
 : ?	.	-7	-5	7.1µM*	2%

Some of the entries so far, with each value named:
canonical_smiles: CCn1cc(C(=O)NNC(=O)c2ccc(Cl)cc2)c(=O)c2ccc(C)nc21
  Pf growth 96h = -5%
  Pf growth 48h = 62%[activator]
  Shiga toxin inh = 29
  CHX counter = 1
  HCV inhibitor = .
  FBPA Giardia inh = 8%
canonical_smiles: CC1=NN(C(N)=S)C(=O)C1N=Nc1cccc2ccccc12 (stereo not drawn)
  Pf growth 96h = -5%
  Pf growth 48h = 11%
  Shiga toxin inh = 25
  CHX counter = 13
  HCV inhibitor = .
  FBPA Giardia inh = 19%
canonical_smiles: COc1ccc(CCn2c(=N)c(C(=O)NC3CCCC3)cc3c(=O)n4ccccc4nc32)cc1
  Pf growth 96h = ?
  Pf growth 48h = ?
  Shiga toxin inh = -6
  CHX counter = -1
  HCV inhibitor = ?
  FBPA Giardia inh = 17%
canonical_smiles: COc1ccc(CCNC(=O)c2nc3ncccn3n2)cc1OC
  Pf growth 96h = -16%
  Pf growth 48h = 3%
  Shiga toxin inh = 12
  CHX counter = -4
  HCV inhibitor = 8%
  FBPA Giardia inh = 5%

New compounds follow.
SMILES	Pf growth 96h	Pf growth 48h	Shiga toxin inh	CHX counter	HCV inhibitor	FBPA Giardia inh
CC1CCCN(C(=O)Cc2ccc(F)cc2)C1 (stereo not drawn)	.	5%	2	-1	18%	4%
CC(C)C[C@H](NC(=O)[C@H](CC(C)C)NC(=O)[C@H](Cc1ccccc1)NC(=O)[C@@H](N)Cc1ccc(O)cc1)C(=O)N[C@@H](CCCN=C(N)N)C(=O)N[C@@H](CC(N)=O)C(=O)N1CCC[C@H]1C(=O)O	.	.	-9	-5	.	3%
CC1(C(=O)OCC(=O)Nc2ccccc2)CC1(Cl)Cl (stereo not drawn)	52%[activator]	28%	67*	34*	7%	-4%
CC1CN(S(=O)(=O)c2cccc(C(F)(F)F)c2)CC(C)O1 (stereo not drawn)	33%[activator]	22%	-2	1	-1%	8%
CC1OC2(C)OC(=N)C1(C#N)C(C#N)(C#N)C2c1ccccc1 (stereo not drawn)	3%	-14%	-9	0	19%	?
CCN(CCn1cccn1)C(=O)CCc1nnc(CCCc2ccccc2)o1	32%[activator]	-5%	99*	36*	4%	1%
O=C(COC(=O)c1ccccc1-c1ccccc1[N+](=O)[O-])c1ccccc1	?	?	20	22*	-1%	1%
O=C(NCc1ccco1)C1CCCN1C(=O)Nc1ccccc1[N+](=O)[O-] (stereo not drawn)	?	11%	-4	-2	2%	10%
Clc1c(Cl)c(Cl)c(Cl)c(Cl)c1Cl	.	.	-9	-3	.	1%
CCN(CC)C(=O)CN1C(=O)/C(=C/c2ccccc2)SC1=S	?	-3%	4	-1	?	8%
COc1cc(-c2nnc(COC(=O)c3c4c(nc5ccccc35)CCCC4)o2)cc(OC)c1OC	?	?	-6	3	.	-5%
Cc1ccn(CC(=O)N/N=C/c2cc([N+](=O)[O-])ccc2O)n1	?	6%	16	-4	9%	?
COC(=O)c1nnn(-c2nc(N(C)C)nc(N(C)C)n2)c1C	1%	11%	3	-4	-7%	5%
CCOC(=O)c1c(C)n(Cc2ccco2)c2ccc(OC)cc12	.	0%	22	1	13µM*	-7%
CC1(C)CC(=O)N(c2cccc(Cl)c2)C(=O)C1	-21%	3%	13	-2	11%	-1%
CCOc1ccccc1NC(=O)C1CCCN(S(=O)(=O)c2cccc3cccnc23)C1 (stereo not drawn)	?	?	2	-1	3%&-3%	0%
COc1cccc(-c2cc(C(=O)N3CCN(c4ncccn4)CC3)c3ccccc3n2)c1	-23%	?	59*	19*	?	2%
COc1ccc(NC(=O)CCC(=O)OCc2ccc([N+](=O)[O-])cc2)cc1	?	33%[activator][5.75 µM]	6	-7	6%	0%
CC(=O)NC1(C2CCCCC2=O)CCCCC1 (stereo not drawn)	?	.	-22	-2	11%	6%
C#CCOCCOCCOCCNc1nc(N2CCN(C(=O)Cn3cc(CCCCN)nn3)CC2)nc(N2CCN(C(=O)[C@H](C)n3cc(CCCN=C(N)N)nn3)CC2)n1	0.12µM*	-8%	-12	-4	-5%[8.37 µM]	19%
O=C(CCS(=O)(=O)c1cccs1)Nc1ccc(C(=O)NC2CCN(Cc3ccccc3)CC2)cc1	-26%	?	26	12	-4%	3%
N#Cc1nc(COc2ccccc2)oc1N1CCCC1	15%	-27%	16	13	-4%	-7%
COc1ccc2ccccc2c1CN1CCN(C)CC1	.	13%	-15	-1	4%	-12%
C/C(=N\NC(=O)C(=O)Nc1cccc(C(F)(F)F)c1)c1ccc(Cl)s1	35%[activator]	20%	-4	-2	-1%	6%
COc1cccc(C(=O)NCC(C)(C)SCc2ccc(F)cc2)c1	7%	0%	-7	-3	?	5%

The list goes on.
SMILES	Pf growth 96h	Pf growth 48h	Shiga toxin inh	CHX counter	HCV inhibitor	FBPA Giardia inh
COc1ccc(N(C)C(=O)CCC(=O)Nc2ccc3nc(N4CCOCC4)cc(C)c3c2)c(OC)c1	14%	?	16	6	?	-26%
Cc1cc(C)cc(NC(=O)Nc2ccc(Cl)cn2)c1	?	33%[activator]	1	-2	-14%	1%
Clc1ncc(CSc2ccccc2)s1	-15%	1%	-9	-3	11%	1%
CC1(S(=O)(=O)O)CC(=O)c2ccccc2C1=O (stereo not drawn)	1.7µM*	15µM*	13	11	-52%	?
O=C1CC[C@@H](CN(Cc2ccccc2)Cc2cn[nH]c2-c2cc3ccccc3o2)N1	15µM*	?	-6	-1	-5%	-19%
CON1C(=O)C(=O)N(OC)C2CCCCCC21 (stereo not drawn)	19%	9%	-8	-3	6%	6%

By substructure, the compounds so far with a cyano group.
SMILES	Pf growth 96h	Pf growth 48h	Shiga toxin inh	CHX counter	HCV inhibitor	FBPA Giardia inh
N#Cc1ccccc1Cn1c(-c2cscn2)nc2ccccc21	6%	?	-5	0	-18%	11%
CC1OC2(C)OC(=N)C1(C#N)C(C#N)(C#N)C2c1ccccc1 (stereo not drawn)	3%	-14%	-9	0	19%	?
N#Cc1nc(COc2ccccc2)oc1N1CCCC1	15%	-27%	16	13	-4%	-7%
